High-throughput results deposited in PubChem BioAssay by several laboratories.
Cdc42 wt GTP – modulators of GTP binding to wildtype Cdc42, primary screen, biochemical, multiplex bead flow cytometry, Bodipy-GTP; Cell division control protein 42 homolog (Homo sapiens), P60953; GST-Cdc42 beads; actives lie on both sides; percent activity (GTP binding), % at 10 µM; 190,000 compounds, 0.2% hits; AID 761, 2007;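 active = percent activity GTP binding at least 20 points away from the 100% baseline, either down as inhibitor or up as activator; inconclusive = compound flagged as likely green fluorescent from well-wide comparison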;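 note: median bead fluorescence of bound Bodipy-FL-GTP at 100 nM; 0% = excess unlabeled GTP control and 100% = no compound control; below 100% means less GTP binding so inhibitor and above means activator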
Avidin fluor – green autofluorescence of compounds with avidin beads – biophysical, 488/530 nm, flow cytometry, artefact control, profiling panel; compound fluorescence 488/530 nm; hits give high values; fluorescence (KMESF) at 10 µM; 220,000 compounds, 0.38% hits; in the data active = fluorescence above about 47; note: inactives centre near 10
Pf gamet viab – late stage P. falciparum gametocyte viability inhibitors, primary screen, ATP luminescence, HTS. P. falciparum stage V gametocytes, 24 h. inhibition, % at 10.9 µM. 150,000 compounds, 0.065% hits;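 active = inhibition above the mean plus 3 SD of compounds within the control limits, set per campaign, cut at about 38% in these data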;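 note: 0% = DMSO wells and 100% = medium only without gametocytes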
HRas wt GTP – modulators of GTP binding to HRas wildtype, primary screen, biochemical, bead-based flow cytometry, multiplex; GTP binding activity, % at 10 µM; GTPase HRas (Homo sapiens), P01112; GST-Ras wt beads, Bodipy-FL-GTP binding; actives lie on both sides; AID 759, 2007; 190,000 compounds, 0.14% hits;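 active = GTP binding activity at least 20% away from the 100% baseline, either lowered as inhibitor or raised as activator; inconclusive = flagged as likely green fluorescent, judged across all proteins in the well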;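 note: 0% = unlabeled GTP competition control and 100% = no-compound control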
Rab7 wt modul – modulators of GTP binding to Rab7, primary screen, biochemical, wildtype, multiplex bead flow cytometry; Rab7 GTPase wild type (dog), Bodipy-FL-GTP binding; 190,000 compounds, 0.055% hits; GST-Rab7 beads, fluorescent GTP binding; actives lie on both sides; untreated = 100%, excess cold GTP = 0%; AID 758, 2007; GTP binding activity (percent of control), % at 10 µM;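 active = fluorescent GTP binding to Rab7 beads changed by at least 20 points from the 100% baseline, either direction, mostly lower; inconclusive = compound itself probably fluorescent, or too few beads counted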;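 note: median green fluorescence of bound Bodipy-FL-GTP per Rab7 bead population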
Rac1 wt modul – wildtype Rac1 GTP binding modulators, primary screen, biochemical, GST-Rac1 beads, flow cytometry, multiplex | Ras-related C3 botulinum toxin substrate 1 (Homo sapiens), P63000 | fluorescent GTP binding; actives lie on both sides; 0 = cold GTP competed, 100 = untreated | GTP binding activity (% of control), % at 10 µM | 190,000 compounds, 0.27% hits | AID 757, 2007;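 active = GTP binding activity at least 20 points away from the 100% control level, either lower or higher; inconclusive = compound flagged as likely green fluorescent, judged across all proteins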
GSH fluor – compound fluorescence on glutathione beads, profiling panel, artefact control, biophysical, 488/530 nm, flow cytometry | fluorescence (KMESF) at 10 µM | GSH beads flow cytometry, compound fluorescence 488/530 nm; hits give high values | 190,000 compounds, 0.25% hits; in the data active = fluorescence above about 89;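 note: glutathione beads carrying GST-tagged Bcl family fusion proteins plus one bare bead set; values are compound well signal with DMSO vehicle wells as background; inactives centre near 16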
Rab2A wt mod – modulators of GTP binding to Rab2A wildtype, primary screen, biochemical, dog, bead-based flow cytometry, multiplex | GTP binding activity, % at 10 µM | 190,000 compounds, 0.19% hits | Ras-related protein Rab-2A (Canis lupus familiaris), P61105 | AID 760, 2007 | GST-Rab2 wt beads, Bodipy-GTP binding;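 active = GTP binding activity at least 20 points away from 100%, either lowered or raised; inconclusive = signal likely due to the compound's own green fluorescence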;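 note: 0% = beads with excess unlabeled GTP and 100% = no-compound control corrected for plate trend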
Rac1 act GTP bind – GTP binding modulators of activated mutant Rac1, primary screen, biochemical, bead-based flow cytometry, multiplex, fluorescent GTP. Ras-related C3 botulinum toxin substrate 1 (Homo sapiens), P63000. GST-Rac1 activated beads; actives lie on both sides; 100% means binding = to untreated wells. percent activity (GTP binding), % at 10 µM. 190,000 compounds, 0.11% hits. AID 764, 2007;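 active = GTP binding at least 20 percentage points away from the 100% baseline, in either direction, so actives lie on both sides; inconclusive = Compound likely fluorescent itself, or too few beads counted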
ABCG2 block – ABCG2 efflux pump inhibitors, primary screen, multiplex with ABCB1, IgMXP3 cells, flow cytometry | Broad substrate specificity ATP-binding cassette transporter ABCG2 (Homo sapiens), Q9UNQ0 | AID 1325, 2008 | 190,000 compounds, 0.1% hits | JC-1 efflux | inhibition, % at 6.6 µM;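 active = inhibition above 80%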;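 note: 0% = DMSO and 100% = nicardipine control wells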
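Read-out basis: Efflux inhibition in percent versus controls | Test system: ABCG2 IgMXP3 and barcoded ABCB1 CCRF-Adr cell mix | Quantity: 3 million cells/mL in well | Schedule: 10 min at 25 °C | Control set: Nicardipine as high control, DMSO as low control | Reagent: JC-1 as fluorescent efflux pump substrate | Signal: Flow cytometry of retained JC-1 fluorescence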
ABCB1 inh – ABCB1 efflux pump inhibitors, primary screen, cell-based, multiplex, flow cytometry, ABCG2 counter-screen | CCRF-Adr cells, JC-1 efflux | 190,000 compounds, 0.067% hits | inhibition, % at 6.6 µM; in the data active = inhibition above about 40%;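 note: 0% = vehicle and 100% = reference inhibitor; higher value means more JC-1 retained so stronger ABCB1 efflux block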
The depositor's hits bear a star; ? = inconclusive; / = not tested or not shown.

SMILES	Cdc42 wt GTP	Avidin fluor	Pf gamet viab	HRas wt GTP	Rab7 wt modul	Rac1 wt modul	GSH fluor	Rab2A wt mod	Rac1 act GTP bind	ABCG2 block	ABCB1 inh
CCn1c(SCc2ccc(Cl)c(Cl)c2)nnc1C(C)NC(=O)c1ccc(OC)cc1 (stereo not drawn)	100	10	3	98	95	98	11	94	98	27	5.7
CC(=O)c1ccc(NC(=O)Nc2ccc(Br)cc2C)cc1	98	76*	-2	97	94	98	20	94	98	4	0.4
N#Cc1ccccc1Sc1ccccc1C(=O)OCc1nnc(-c2ccccc2)o1	93	10	/	93	95	91	59	91	91	31	1.6
CCOC(=O)c1cnc(-n2nc(C)cc2C)nc1N1CCOCC1	105	6	-8	102	99	105	39	102	101	4	-0.4
CCOC(=O)N1CCN(c2cc(N(C)CCO)c([N+](=O)[O-])c3nonc23)CC1	94	10	-9	98	100	100	15	96	95	2	0.7
Cc1cccc2sc(NC(=O)CCn3cccc3)nc12	99	11	-1	99	105	94	16	96	94	4	-0.2
CCOc1ccc(NC(=O)NCCCSC2CCCCC2)cc1	95	33	2	93	91	94	12	90	91	1	0.1
COc1ccc(-c2[nH]ncc2CN2CCN(c3ccccn3)CC2)c(OC)c1	94	11	10	99	103	98	13	99	95	0	0.0
Cc1ccccc1CSc1nsc(N)n1	103	8	/	102	102	102	32	100	98	4	0.5
CC1(C)NC(=O)N(CC(O)COc2ccc(-c3ccccc3)cc2)C1=O (stereo not drawn)	103	9	-24	103	102	104	50	102	100	0	-0.3
COc1ccc2occ(C(=O)c3coc4ccc(O)c(CN(C)C)c34)c2c1	107	7	-6	106	104	103	20	107	101	1	1.3
CCCc1cc(=O)oc2cc(Oc3ncccn3)ccc12	100	35	/	100	98	101	48	98	99	4	1.1
CC(/C=N/NC(=O)c1cc(-c2ccncc2)nc2ccccc12)=C\c1ccco1	100	14	/	100	98	104	27	98	101	19	4.2
O=C(N/N=C/C=C\c1ccccc1[N+](=O)[O-])c1cc(-c2ccc3ccccc3c2)n[nH]1	103	15	/	99	99	105	14	101	101	-1	-0.3
O=C(N/N=C\c1cccc(Cl)c1)c1ccc(Cn2cc(Br)c([N+](=O)[O-])n2)o1	100	3	-2	104	103	102	13	100	101	2	1.1
COc1ccc(CCNC(=O)COc2ccc(S(=O)(=O)N3CCOCC3)cc2)cc1	101	8	/	103	102	105	42	100	100	6	0.7
COc1cc(/C=C/C(=O)OCC(=O)Nc2c(C)n(C)n(-c3ccccc3)c2=O)ccc1OCC#N	97	8	-13	102	103	101	15	100	97	0	-0.7
O=C(O)CN1C(=O)C2C3CC(C2C1=O)C1C(c2ccc(F)cc2)c2sc(=O)[nH]c2SC31 (stereo not drawn)	98	12	-22	97	101	101	10	97	93	-1	-0.5
Nc1nc(SCc2ccc(Cl)cc2Cl)n[nH]1	102	5	5	102	103	101	58	102	101	1	0.3
CCOc1ncccc1C(=O)OCC(=O)c1ccccc1	95	8	-12	95	94	100	15	95	95	34	1.1
O=C(Nc1ccc(Oc2ccc3c(c2)C(=O)N(c2ccc(O)cc2)C3=O)cc1)c1cccs1	101	10	-8	99	98	101	11	96	97	11	-0.4
O=C(Nc1cccnc1Cl)c1ccc(S(=O)(=O)N2CCCCCC2)cc1	100	8	-44	100	98	99	5	99	99	12	1.0
Cc1ccc(NC(=O)c2cc(NC(=O)c3ccco3)ccc2N2CCOCC2)cc1Cl	103	8	/	100	95	100	69	101	99	-1	-0.1
COC(=O)c1cc2c(ccn2-c2ccc(F)cc2)n1CC(=O)C(C)(C)C	97	11	23	97	97	99	13	98	96	9	0.2
O=C(COc1ccc2c(c1)CCC2)N1CCN(c2ccccc2F)CC1	92	5	/	93	97	94	7	91	94	11	0.7
The list goes on.
SMILES	Cdc42 wt GTP	Avidin fluor	Pf gamet viab	HRas wt GTP	Rab7 wt modul	Rac1 wt modul	GSH fluor	Rab2A wt mod	Rac1 act GTP bind	ABCG2 block	ABCB1 inh
CCc1ccc(CNC(=O)c2cc3c(C)nc4ccccc4c3o2)cc1	?	7	/	?	?	?	23	?	?	7	3.2
COc1cc(NC(=O)C2CC2C)c(C(=O)O)cc1OC (stereo not drawn)	99	10	-15	100	95	97	20	100	100	0	-0.3
O=C(c1ccc(Cl)cc1[N+](=O)[O-])N1CCc2ccccc2C1	97	11	-5	98	97	97	17	96	96	1	0.4
O=C(Oc1cccc(C(=O)N2CCOCC2)c1)c1ccc(Br)cc1	97	31	2	97	97	101	15	97	98	1	0.5
CC(=O)c1c(C)[nH]c(C(=O)N2CCN(c3ncccn3)CC2)c1C	108	7	/	104	100	111	13	105	103	2	0.5
CCCN(CCC)c1nc2ccccc2n2c(C)nnc12	102	11	/	102	101	107	15	102	103	5	1.1
CCCCN(c1ccccc1)c1ncnc(N)c1[N+](=O)[O-]	97	15	/	97	93	99	17	95	95	8	1.5
Cc1ccc2nc(=O)c(NNc3ccccc3)cnc2c1	101	12	/	102	99	104	22	101	99	19	-3.1
COC(=O)c1sc(NC(=O)C(C)C)c(C(=O)OC)c1C	96	35	-8	100	100	96	13	98	92	4	0.8
CCN(C(=O)Cn1c(=O)n(-c2cc(OC)c(OC)c(OC)c2)c(=O)c2ccccc21)c1cccc(C)c1	99	9	9	98	98	99	25	100	96	-7	5.3
COc1ccc(S(=O)(=O)NC2(C(F)(F)F)N=C(c3ccccc3)NC2=O)cc1 (stereo not drawn)	96	6	-13	101	102	103	24	101	97	0	-0.1
C/C(=N/NC(=O)CCc1ccccc1)c1ccco1	98	9	2	100	106	101	13	99	97	9	0.4
CC1CCCCN1C(=S)NCCc1ccccc1 (stereo not drawn)	104	6	/	103	96	101	65	103	96	2	0.6
O=C(c1ccccc1)N1CCN(Cc2ccccc2C(F)(F)F)CC1	96	11	-22	96	95	99	12	97	97	9	0.9
CC(C)[C@H](NC(=O)Nc1ccc(Oc2ccccc2)cc1)C(=O)O	100	10	/	100	101	101	24	100	97	3	0.5
COc1ccc(OC)c(NC(=O)CCCN2C(=O)C3C4C=CC(C4)C3C2=O)c1 (stereo not drawn)	95	6	-8	95	95	96	25	97	99	2	0.1
O=C(CN1CCN(c2ccccc2)CC1)Nc1ccc(OCc2ccccc2)cc1	106	15	/	104	104	111	38	105	99	12	0.4
COCCCN1C(=O)C(=O)/C(=C(/O)c2ccc3c(c2)CC(C)O3)C1c1cccnc1 (stereo not drawn)	92	9	/	94	99	93	23	96	95	2	0.8
O=C(NC(=S)Nc1ccccc1N1CCOCC1)c1ccc([N+](=O)[O-])cc1	98	12	9	102	97	105	4	99	99	21	1.5
COCCNc1nc2c(c(=O)n(Cc3ccc(OC)cc3)c(=O)n2C)n1C	94	7	7	92	93	94	28	95	95	7	0.4
COc1ccccc1OCCNC(=O)c1ccccc1C	105	15	/	104	102	103	24	104	98	2	-0.5
COCCNCC#CCOc1ccc(OC)cc1	109	15	/	105	105	106	14	106	101	3	0.5
COc1ccc(CC(=O)Nc2ccc(-c3noc(COc4ccccc4C)n3)cc2)cc1	104	35	4	100	101	105	29	102	98	4	0.8
Cc1ccccc1NC(=S)C1=C(O)c2sccc2N(C)S1(=O)=O	97	9	/	97	93	99	5	95	98	1	0.2
CC(C)C(C)(C#N)NC(=O)CSc1nnc(-c2ccncc2)n1Cc1ccccc1 (stereo not drawn)	104	10	-4	103	99	108	12	102	97	5	0.8
O=C(Nc1nc(-c2cccc(Br)c2)cs1)Oc1ccccc1	102	10	6	100	96	100	21	102	100	7	1.1
CCCCOc1ccc(-c2csc(N)n2)cc1[N+](=O)[O-]	100	15	/	98	98	103	11	98	98	4	/
CC(=O)Nc1ccc(NC(=O)C(C)OC(=O)CCC(=O)c2ccc(F)cc2)cc1 (stereo not drawn)	102	7	-10	102	100	107	43	100	99	10	0.1
CCc1cccc(NC(=O)c2ccc(Br)o2)c1	103	41	/	101	96	101	13	98	98	1	0.0
CNCCOc1ccccc1C(C)(C)C	105	4	2	104	101	108	37	102	99	2	0.8

Nothing new here: nine of the compounds above.
SMILES	Cdc42 wt GTP	Avidin fluor	Pf gamet viab	HRas wt GTP	Rab7 wt modul	Rac1 wt modul	GSH fluor	Rab2A wt mod	Rac1 act GTP bind	ABCG2 block	ABCB1 inh
CCc1ccc(CNC(=O)c2cc3c(C)nc4ccccc4c3o2)cc1	?	7	/	?	?	?	23	?	?	7	3.2
COc1cc(NC(=O)C2CC2C)c(C(=O)O)cc1OC (stereo not drawn)	99	10	-15	100	95	97	20	100	100	0	-0.3
O=C(c1ccc(Cl)cc1[N+](=O)[O-])N1CCc2ccccc2C1	97	11	-5	98	97	97	17	96	96	1	0.4
O=C(Oc1cccc(C(=O)N2CCOCC2)c1)c1ccc(Br)cc1	97	31	2	97	97	101	15	97	98	1	0.5
CC(=O)c1c(C)[nH]c(C(=O)N2CCN(c3ncccn3)CC2)c1C	108	7	/	104	100	111	13	105	103	2	0.5
CCCN(CCC)c1nc2ccccc2n2c(C)nnc12	102	11	/	102	101	107	15	102	103	5	1.1
CCCCN(c1ccccc1)c1ncnc(N)c1[N+](=O)[O-]	97	15	/	97	93	99	17	95	95	8	1.5
Cc1ccc2nc(=O)c(NNc3ccccc3)cnc2c1	101	12	/	102	99	104	22	101	99	19	-3.1
COC(=O)c1sc(NC(=O)C(C)C)c(C(=O)OC)c1C	96	35	-8	100	100	96	13	98	92	4	0.8
